Screening results (PubChem BioAssay)
AmpC inh det: blocks E. coli AmpC beta-lactamase in presence of detergent; P00811; purified AmpC, nitrocefin hydrolysis with detergent; Potency, µM (doses to about 28.7 µM), inactives show top-dose activity change, negative = inhibition; actives 0.09% (n = 71,000); active = well fitted curve in the direction sought with a large enough effect
Target sequence (P00811 whole entry, looked up): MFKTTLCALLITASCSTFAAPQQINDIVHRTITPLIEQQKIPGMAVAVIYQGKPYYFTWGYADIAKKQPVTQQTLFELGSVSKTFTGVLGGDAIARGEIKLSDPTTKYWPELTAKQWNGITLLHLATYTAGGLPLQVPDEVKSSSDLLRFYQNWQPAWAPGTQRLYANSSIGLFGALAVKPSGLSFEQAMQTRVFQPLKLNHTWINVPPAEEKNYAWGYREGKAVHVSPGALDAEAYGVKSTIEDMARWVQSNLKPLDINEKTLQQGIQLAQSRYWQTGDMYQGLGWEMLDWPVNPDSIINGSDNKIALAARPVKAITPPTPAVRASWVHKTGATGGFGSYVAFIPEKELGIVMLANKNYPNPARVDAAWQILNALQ
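E. coli AmpC (5.3 nM) in 20 mM phosphate pH 7.0 with 0.01% Triton X-100, preincubated 15 min RT with compound; nitrocefin (2 uL of 800 uM stock) hydrolysis followed by 480 nm absorbance every 20 s over 4 min.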
* = called active by the depositor; & = joins results of further samples; [ ] = remark or other dose. % is scaled to controls: 0 for no effect and ±100 for the full control effect; potency is read from the fitted curve at half-maximal effect. Only part of the results is shown; count on the stated rates, not on these rows.

Start of the listing, in advance:
canonical_smiles | AmpC inh det
Cc1c(/C(O)=C2/C(=O)C(=O)N(CCN3CCOCC3)C2c2ccco2)cnn1-c1ccccc1 (configuration not stated) | 0.3%
COc1ccccc1CNS(=O)(=O)c1cccc(S(=O)(=O)N2CCOCC2)c1 | -3.1%
COc1cccc(C2c3c(oc4ccc(Cl)cc4c3=O)C(=O)N2c2cc(C)on2)c1OC (configuration not stated) | -2.6%
COc1ccccc1CN(Cc1cc2cc(C)cc(C)c2[nH]c1=O)Cc1nnnn1CC1CCCO1 (configuration not stated) | 4.5%
O=C1CCCCCN1CP(=O)(O)CCc1ccccc1 | 2.7%
O=C1OCc2ccc(NC(=O)C3CCCCC3)cc21 | 14.0%
O=C(NC(Cc1ccccc1)C(=O)O)c1ccccc1 (configuration not stated) | -0.2%

The whole of this part, from the start:
canonical_smiles | AmpC inh det
Cc1c(/C(O)=C2/C(=O)C(=O)N(CCN3CCOCC3)C2c2ccco2)cnn1-c1ccccc1 (configuration not stated) | 0.3%
COc1ccccc1CNS(=O)(=O)c1cccc(S(=O)(=O)N2CCOCC2)c1 | -3.1%
COc1cccc(C2c3c(oc4ccc(Cl)cc4c3=O)C(=O)N2c2cc(C)on2)c1OC (configuration not stated) | -2.6%
COc1ccccc1CN(Cc1cc2cc(C)cc(C)c2[nH]c1=O)Cc1nnnn1CC1CCCO1 (configuration not stated) | 4.5%
O=C1CCCCCN1CP(=O)(O)CCc1ccccc1 | 2.7%
O=C1OCc2ccc(NC(=O)C3CCCCC3)cc21 | 14.0%
O=C(NC(Cc1ccccc1)C(=O)O)c1ccccc1 (configuration not stated) | -0.2%
CCOC(=O)C1=C(N)Oc2cc(C)oc(=O)c2C12C(=O)N1c3c(cccc32)C(C)=CC1(C)C (configuration not stated) | -6.5%
CCOC(=O)c1c(C)n(CCN2CCN(C)CC2)c2ccc(OC)cc12 | 13.3%
S=c1[nH]c2ncccc2o1 | -3.2%
CCCCN(C)C(=O)c1cn(C)c2ccc(S(=O)(=O)N(C)C)cc2c1=O | 1.7%
CCC(C)NC(=O)CCS(=O)(=O)c1ccc2c(c1)n(C)c(=O)c(=O)n2C (configuration not stated) | 12.8%
Cn1c(=O)c2c(nc(Oc3ccccn3)n2C)n(C)c1=O | -4.5%
CC(=O)N1CCCc2cc(S(=O)(=O)N3CCN(c4ccccn4)CC3)ccc21 | -1.3%
Cc1sc(CO)c(Sc2ccccc2)c1C(=O)O | -4.9%
CCN=C1SC(C(=O)Nc2cccc(C(=O)O)c2)CC(=O)N1CC (configuration not stated) | 1.2%
O=C1NCC(CN(c2ccccc2)c2ccccc2)O1 (configuration not stated) | 8.4%
CCCNC(=O)Cc1ncn[nH]1 | -0.4%
O=C(O)C(O)(c1ccc(-c2ccccc2)cc1)c1ccc(-c2ccccc2)cc1 | -9.4%[5.75 µM]
CNc1ccc([N+](=O)[O-])cc1 | 8.7%
CCOC(=O)c1cc2sccc2n1CC(=O)Nc1ccc2c(c1)OCCO2 | -3.6%
Cc1c(Cl)cccc1NC(=O)NC1CCCCC1 | -3.2%
COCCNC(=O)[C@H](C)/C=C/C(NC(=O)OCc1ccccc1)c1ccc(C(=O)OC)cc1 (some centres not stated) | 13.0%
COc1ccccc1CNC(=O)CCN1C(=O)COc2ccc(C)cc21 | 0.1%
Cc1ccc(-c2noc(CCC(=O)NC3CCCc4ccccc43)n2)cc1 (configuration not stated) | -2.6%
Nc1ccc(S(=O)(=O)Nc2ccc(Cl)nn2)cc1 | 0.2%[12.8 µM]
CC1CCCCN1Cc1nc2c(c(=O)n(C)c(=O)n2C)n1CCc1ccccc1 (configuration not stated) | 1.3%
COC(=O)[C@@]1(Cc2ccccc2)[C@H]2c3cc(C(=O)N(C)C)n(Cc4ccc(OC)c(OC)c4)c3C[C@H]2CN1C(=O)c1ccccc1 | -2.2%
O=S(=O)(NCc1ccncc1)c1ccc(Br)s1 | -4.0%
Cc1cc(C)cc(Nc2ccc(C(=O)O)cc2N)c1 | -4.4%
COc1ccc(-c2nnc(SCC(=O)N3CCOCC3)o2)cc1OC | 3.4%
Fc1ccccc1CSc1nnnn1-c1ccc2c(c1)OCO2 | -2.1%
Cc1cccc(NC(=O)c2cc(NC(=O)c3ccco3)ccc2N2CCCCC2)c1 | 0.1%
C[C@@H]1C(=O)O[C@H]2[C@@H](O)[C@@]34[C@H]5C[C@H](C(C)(C)C)[C@@]36[C@H](OC(=O)[C@@H]6O)O[C@@]4(C(=O)O5)[C@@]12O | 15.3%
COCCN(CCOC)S(=O)(=O)c1ccc(C(=O)NCCCN2CCOCC2)cc1 | -0.4%
CCn1cc(C(=O)O)c(=O)c2cnc(N3CCN(C(=O)Nc4cccc5ccccc45)CC3)nc21 | -3.4%
Cn1cccc1C(=O)N1CCC[C@@]2(CCN(Cc3ccccc3)C2)C1 | -3.5%
Cn1c(=O)c2c(nc(CN3CCC(C(N)=O)CC3)n2Cc2c(Cl)cccc2Cl)n(C)c1=O | 10.9%
CCn1cc(C2=NC(C(C)C)CO2)c2ccccc21 (configuration not stated) | 11.6%
CCCC(C(=O)NCc1ccc(OC)cc1)N(Cc1ccco1)C(=O)c1snc(C(N)=O)c1N (configuration not stated) | -4.2%
CCOCCc1nnc(NC(=O)c2cccs2)s1 | -1.8%
CSc1nsc(SC)c1C(=O)N1CCN(S(=O)(=O)c2ccc(C)cc2)C1C (configuration not stated) | 0.2%
Oc1cc(Cl)ccc1Cl | 10.0%
O=Cc1ccccc1 | -2.3%
O=C(NCCc1csc(-c2ccccc2)n1)c1cccs1 | -2.7%
CCCS(=O)(=O)c1nc(S(=O)(=O)c2ccc(C)cc2)c(NCCN2CCOCC2)s1 | -9.1%
CCc1cccc(C)c1NC(=O)CN1C(=O)c2ccccc2S1(=O)=O | 17.6%
Cc1ccc(C(C(=O)NC2CCCC2)N(C(=O)c2csnn2)C2CCCC2)o1 (configuration not stated) | 2.0%
CN1/C(=C/C(=O)c2nc(S(C)(=O)=O)ncc2Cl)C(C)(C)c2ccccc21 | -1.6%
O=C1C[C@H]2C(=O)[C@@H]1[C@@H](C(=O)O)[C@H]2C(=O)O | 5.8%[5.75 µM]
CC1CCN(C(=O)CSc2ccc3nnc(-c4cccc(F)c4)n3n2)CC1 | 9.6%
c1ccc(N2CCN(c3ncnc4scc(-c5cccs5)c34)CC2)cc1 | -3.0%
O=C(NCCCN1CCOCC1)c1cc2c(s1)CCCC2 | 0.4%
COc1ccc(-c2c(C#N)c(SCc3c(C)noc3C)nc3c2C(=O)CC(C)(C)C3)cc1 | 0.3%
Cc1cc(C)c2cc(CN(CC3CCCO3)S(=O)(=O)c3ccc4c(c3)OCCO4)c(=O)[nH]c2c1 (configuration not stated) | -2.7%
COc1ccccc1CNCc1cccs1 | -6.7%
COc1ccc2[nH]c(=O)c(CN(CCO)S(=O)(=O)c3ccc4c(c3)OCCO4)cc2c1 | 6.8%
Cc1cc(Nc2cccc(C(F)(F)F)c2)n2nc(C)nc2n1 | 11.8%
CCc1ccc(Nc2oc(C)cc(=O)c2C(C)=O)cc1 | -0.8%
CC(C)OC(=O)CSc1nnc(-c2ccc(C(C)(C)C)cc2)n1N | -3.1%

Quoted from the listing:
Entry of Cc1ccc(C(C(=O)NC2CCCC2)N(C(=O)c2csnn2)C2CCCC2)o1 (configuration not stated) in AmpC inh det: 2.0%
Entry of COc1ccccc1CN(Cc1cc2cc(C)cc(C)c2[nH]c1=O)Cc1nnnn1CC1CCCO1 (configuration not stated) in AmpC inh det: 4.5%

(continued)
canonical_smiles | AmpC inh det
Cc1c(Br)cc(C(=O)NCc2ccco2)c(C)c1C | 12.5%
Cn1c(CCN2CCN(c3ccc(F)cc3)CC2)nc2cc(NC(=O)c3ccco3)ccc21 | -1.9%
O=C(CSc1nnc(-c2cccnc2)n1-c1ccccc1)NCc1ccc2c(c1)OCO2 | -0.3%
CCc1cc(N2CCOCC2)cc2c1[nH]c1ccccc12 | -1.5%
COc1cccc2cc(C(=O)N3CCN(C(=O)c4ccco4)CC3)c(=O)oc12 | 9.0%
Cc1cc(NC(=O)CN2CCN(c3ccccc3O)CC2)no1 | -3.8%
CCOC(=O)c1c(NC(=O)CSc2nnc(-c3cccnc3)o2)sc(C(C)=O)c1C | 6.3%
Cc1noc(C)c1C(=O)N1CCC2(CC1)CCN(c1ccccn1)CC2 | 16.2%
COc1cc2c(cc1OC)C(C(=O)NC1CC1)C1c3ccccc3CCN1C2=O (configuration not stated) | 0.9%
COc1ccc(CNC(=O)c2ccc(N3CCCC3=O)cc2)cc1 | -0.5%
CC(C)COC(=O)c1cc(-c2ccc(/C=N/n3cnnc3)o2)ccc1Cl | -3.3%
Cc1ccc(NC(=O)c2ccccc2O)cc1 | -3.1%
COc1ccc(C(c2nnnn2C2CCCC2)N2CCc3ccccc3C2)cc1OC (configuration not stated) | 0.4%
CCCNc1nc2c(c(=O)[nH]c(=O)n2C)n1CCC(C)C | 10.5%
O=c1[nH]c2ccccc2n1CCCN1CCN(C(c2ccccc2)c2ccccc2)CC1 | 1.8%
Cc1c(NC(=O)C(C#N)=C2CCCCC2)c(=O)n(-c2ccccc2)n1C | 1.1%
CCC1Oc2ccc(C)cc2N(CC(=O)NCCCN2CCCCC2CC)C1=O (configuration not stated) | -0.3%
O=C(CSc1nnc(-c2cccs2)n1-c1ccccc1)c1ccc2c(c1)OCCO2 | -0.6%
COc1ccc(OC)c(S(=O)(=O)NC2CCN(Cc3ccccc3)CC2)c1 | -5.5%
Cc1nc(NC2=NCN(CCc3ccccc3)CN2)nc2ccccc12 | -4.0%
CCN1CSC(=S)N(Cc2ccc(OC)cc2)C1 | -0.8%
COC(=O)c1c(C(=O)OC)c2n(c1C)Cc1ccccc1C2 | 4.4%
O=C(CCNC(=O)c1ccc(Br)o1)NCc1ccc(Cl)cc1 | -0.7%
CO[C@H]1/C=C/O[C@@]2(C)Oc3c(C)c(O)c4c(O)c(c5c(c4c3C2=O)NC2(CCN(CC(C)C)CC2)N=5)=NC(=O)/C(C)=C\C=C\[C@H](C)[C@H](O)[C@@H](C)[C@@H](O)[C@@H](C)[C@H](OC(C)=O)[C@@H]1C | 7.9%
CCN(CC)CCn1c(NCc2cccc(OC)c2)nc2ccccc21 | 7.5%
CCC1Oc2ccc(C)cc2N(CC(=O)NCCCN2CCN(Cc3ccccc3)CC2)C1=O (configuration not stated) | 0.9%
COc1ccccc1C1SCCN1S(=O)(=O)c1cccc(C(F)(F)F)c1 (configuration not stated) | 15.2%
O=C(Nc1c(C(=O)N2CCCCC2)cnn1-c1ccccc1)c1ccco1 | 10.9%
Cc1cccc(Cn2c(NCC(C)O)nc3c2c(=O)n(C)c(=O)n3C)c1 (configuration not stated) | -5.1%
Cn1cccc1C(=O)N1CCC[C@@]2(CCN(c3ncccn3)C2)C1 | 2.2%
O=C(COc1ccc(Cl)cc1)NCc1nnc(SCC(=O)NC2CCCCC2)o1 | -0.9%
Cn1nc(C(=O)Nc2cccnc2)c2ccccc2c1=O | -4.9%
Cc1cc(C)nc(N2CCCC(C(=O)NCc3cccc(C(F)(F)F)c3)C2)n1 (configuration not stated) | -1.8%
CC12CCCCC1=NC(c1ccc(Br)cc1)N2O (configuration not stated) | -2.1%
COc1ccc2[nH]c3c(c2c1)CCn1c-3nc2ccccc2c1=O | -3.5%
Cc1cc(NC(=O)CCCN2C(=O)c3cccnc3C2=O)no1 | -2.3%
Cc1ccc2c(CC(=O)Nc3c(C)n(C)n(-c4ccccc4)c3=O)coc2c1 | -2.1%
CCOC(=O)c1nnn(-c2nonc2N)c1CNc1ccc(C)c(Br)c1 | -1.7%
CC(=O)c1ccc(OCC(O)CN2C(C)(C)CC(O)CC2(C)C)cc1 (configuration not stated) | 13.9%
Cc1nc(N2CCN(Cc3ccc4c(c3)OCO4)CC2)c2oc3ccccc3c2n1 | -5.2%
CSC1=NCCN1C(=O)c1ccc(S(=O)(=O)N2CCCCC2)cc1 | 0.6%
O=c1[nH]c2c(n(C3CCCCC3)c1=O)CCC2 | -3.4%
COC(=O)c1[nH]c2cc(OC)ccc2c1NC(=O)CCN1CCCCC1 | 0.8%
CCCc1n[nH]c2c1C(=O)C(C(=O)OC)C(C)(C)C2 (configuration not stated) | -1.3%
COc1cccc(-c2cc(C(=O)Nc3cc(C)on3)no2)c1 | -0.6%
NCCS(=O)O | -3.6%&-2.2%
Cc1nc(NC2CCCCC2)c2nc(-c3ccccc3)n(CCN3CCCC3)c2n1 | 11.2%
Cc1ccc(CCNC(=O)C2CCN(S(=O)(=O)c3cccc4nonc34)CC2)cc1 | 9.8%
CC1=C(C(=O)OCC2CCCO2)C(c2ccccc2)NC(=O)N1 (configuration not stated) | -0.8%
CC1CCN(S(=O)(=O)c2ccc(Cl)cc2Br)CC1 | 6.5%
CC(C)(C)C(=O)OCOC(=O)[C@@H]1N2C(=O)[C@@H](N=CN3CCCCCC3)[C@H]2SC1(C)C | 0.6%[12.8 µM]
COc1ccc(CCn2c(O)c(C=NCCCO)c(=O)[nH]c2=O)cc1OC | -2.1%
O=c1cc(CNCCCO)c2ccccc2[nH]1 | -0.8%
O=C(OCc1nnc(-c2ccccc2)o1)c1cc(S(=O)(=O)N2CCOCC2)c(Cl)cc1Cl | -1.1%
Nn1c(=O)c2ccccc2n2c(SCc3ccccc3)nnc12 | 13.9%
COc1cc(CN2CCN(C(=O)COc3ccccc3)CC2)cc(OC)c1OC | 3.2%
O=P(O)(O)COc1ccccc1P(=O)(c1ccccc1)c1ccccc1 | 3.9%
COCn1c(COc2ccccc2)nc2ccccc21 | -1.8%
Cc1cc(N2CCN(C(c3ccccc3)c3ccccc3)CC2)n2ncnc2n1 | -3.3%
CCOc1cccc(/C(O)=C2/C(=O)C(=O)N(CCOC)C2c2ccco2)c1 (configuration not stated) | 1.1%
O=C(NCC1CCCO1)c1cccc(NC(=O)c2ccco2)c1 (configuration not stated) | -3.1%
Cc1cc(C)cc(NC(=O)C2CCN(S(=O)(=O)c3c(C)n[nH]c3C)CC2)c1 | -3.6%
